# GAA glycogen = GAA glycogen-cleavage inhibition or activation; P10253; recombinant GAA, glycogen substrate, Amplex Red glucose oxidase fluorescence; Potency, µM (top dose mostly 76.4 µM), without a hit: at the highest dose activity change, negative = inhibition, usual class: inhibitors; 0.38% of 300,000 active;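 further: 0% = full enzyme reaction and -100% = no-enzyme basal signal; the screen sought inhibitors and activators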
#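 qHTS, 1536-well; enzyme 4 nM final; cpd up to 77 uM; substrate bovine liver glycogen 30 ug; 50 mM citrate/phosphate pH 5.0, 0.01% Tween-20; 37 C, 40 min; Amplex Red detection 45 min RT; Hill fit → AC50.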
# RGS12 GoLoco inh = inhibitors of human Gai1-RGS12 GoLoco interaction (red fluorophore) | Gai1:RGS12 GoLoco peptide FP, rhodamine, 10 min | Potency, µM (doses to about 61.6 µM), inactives show at the highest dose activity, negative = inhibition, usual class: inhibitors | 0.44% of 230,000 active | AID 880; active means well fitted inhibition curve with a large enough effect, not every such curve was filed as active; inactive means no such curve, though single readings can be large or run the other way; further: on the % scale 0 is the no-effect control and ±100 the full control effect; nearly all actives have a fitted effect of over 30% in size; many of its hits are not listed in these tables
# Target sequence (P63096 whole entry, looked up): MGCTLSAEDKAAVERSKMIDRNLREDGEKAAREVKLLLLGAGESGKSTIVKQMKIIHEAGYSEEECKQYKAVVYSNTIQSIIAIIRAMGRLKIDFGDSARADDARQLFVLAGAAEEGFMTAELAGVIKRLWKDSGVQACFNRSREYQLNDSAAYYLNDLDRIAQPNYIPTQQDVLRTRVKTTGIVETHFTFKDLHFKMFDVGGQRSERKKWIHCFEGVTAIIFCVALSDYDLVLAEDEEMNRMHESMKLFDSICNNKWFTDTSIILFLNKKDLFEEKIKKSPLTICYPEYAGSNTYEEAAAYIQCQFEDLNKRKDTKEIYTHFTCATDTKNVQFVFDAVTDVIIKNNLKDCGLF
# GAA spleen mod = lysosomal alpha-glucosidase (human) modulation | P10253 | AID 2112 | human spleen homogenate, 4-MU-alpha-glucoside fluorescence | 0.006% of 240,000 active | Potency, µM (titrated, usually from 79.9 µM), inactives show at the top dose activity change, negative = inhibition, actives largely listed as inhibitors;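 further: 0% = enzyme with vehicle and -100% = no enzyme basal signal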
#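 Human spleen homogenate (1 ug) with 4-methylumbelliferyl-alpha-D-glucopyranoside (1 mM final) in 50 mM citrate/phosphate pH 5.0, 0.01% Tween-20; 40 min at 37 C. Stopped at pH 10; 4-MU fluorescence Ex 365/Em 440 nm; AC50 by Hill fit.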
# HTT ATP protect = protects HTT-Q103 PC12 cells, measured by ATP; Potency, µM (doses to about 56.4 µM), for the others: cytoprotection (ATP increase), most hits filed as activators; PC12 HTT-Q103 induced, cytoprotection, ATP luminescence, 40 h; 0.14% of 230,000 active;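 further: % of control where 0% means no effect; nearly all actives have a fitted effect of over 45% in size; toxic huntingtin expression switched on by the ecdysone agonist tebufenozide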
#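 Huntington model: PC12 line, ecdysone-inducible HTTQ103 exon1–GFP, tebufenozide 100 nM. Test articles in a dose series. Endpoint luminescence from cellular ATP.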
# HTT aggregate = inhibitors of mutant huntingtin aggregate formation in PC12 cells. 1.1% of 220,000 active. PC12 HttQ103-GFP aggregates, Acumen cytometry, 40 h. Potency, µM (titrated, usually from 46.1 µM), for inactives: at the highest dose activity change, negative = inhibition, hits mostly inhibitors; further: on the % scale 0 is the no-effect control and ±100 the full control effect; nearly all actives have a fitted effect of over 60% in size
#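 Multiplexed with ATP-based cell death, this channel scores GFP aggregates in PC12 cells expressing inducible HTTex1-Q103-GFP. Induction used 100 nM tebufenozide; compounds were tested in concentration series.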
# GAA inhib = inhibitors of human lysosomal alpha-glucosidase. Potency, µM (doses to about 76.9 µM), for the others: top-dose activity change, negative = inhibition, usual class: inhibitors. AID 1466. 0.005% of 200,000 active. P10253. purified human GAA, 4-MU-alpha-glucoside fluorescence;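 further: plate controls were uninhibited enzyme wells for no effect and no-enzyme background for full effect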
#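 Enzyme (4 nM final) mixed with compound (up to 77 uM), then 4-MU-alpha-D-pyranoside (400 uM final) added; 20 min at room temperature, pH 5.0. Reaction stopped at pH 10, fluorescence read, AC50 derived by Hill fit.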
# IMPase Li inh = membrane-permeable IMPase blocker, potentiated with lithium; CHO-M1 cells, IP1 TR-FRET (IP-One), carbachol + lithium; Potency, µM (series often up to 59.4 µM), for the others: top-dose activity, negative = IMPase inhibition, most hits filed as inhibitors; 0.35% of 210,000 active; AID 1457;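 further: IP1 builds up when IMPase is blocked and the TR-FRET signal falls; plate controls were basal vehicle for no effect and high inhibitor control for full effect; nearly all actives have a fitted effect of over 50% in size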
#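 Lithium-sensitised IP1 accumulation assay; M1-expressing CHO cells treated 30 min at 37C with compound. Competitive antibody detection by time-resolved FRET followed a 10 min room-temperature lysis step.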
# * = called active by the depositor; ? = inconclusive; . = no result given; & = joins results of further samples; [ ] = another dose, or the depositor's remark. Unless noted, the call rests on the fitted dose curve; in most records, active means well fitted curve in the direction sought with a large enough effect; inconclusive means small, poorly fitted or top-dose-only effect, or another doubt; inactive means no such curve, though single readings can be large; an effect the other way counts as inactive or inconclusive. Potency means the concentration at half of the fitted maximal effect. Only part of the results is shown; the hit share may differ from the screen's.
# Start of the data: the first two entries as a preview:
# Below each compound – GAA glycogen	IMPase Li inh	HTT aggregate	GAA spleen mod	GAA inhib	RGS12 GoLoco inh	HTT ATP protect
COc1ccc(NC(=O)CC2C(=O)N(c3ccc(OC)cc3)C(=S)N2NC(=O)c2cccc(F)c2)cc1 (stereo not drawn)
  -10%	0%	1%	2%	11%	-9%	16%[10 µM]
CCCc1nc2n[nH]c(N)c2c2c1COC(C)(C)C2
  -21%	8%[38.3 µM]	-6%	-3%	-5%	1%	2%

# The list itself, previewed entries included:
# Below each compound – GAA glycogen	IMPase Li inh	HTT aggregate	GAA spleen mod	GAA inhib	RGS12 GoLoco inh	HTT ATP protect
COc1ccc(NC(=O)CC2C(=O)N(c3ccc(OC)cc3)C(=S)N2NC(=O)c2cccc(F)c2)cc1 (stereo not drawn)
  -10%	0%	1%	2%	11%	-9%	16%[10 µM]
CCCc1nc2n[nH]c(N)c2c2c1COC(C)(C)C2
  -21%	8%[38.3 µM]	-6%	-3%	-5%	1%	2%
COc1ccc(NS(=O)(=O)c2cc(NC(=O)c3cc(=O)c4ccccc4o3)ccc2OC)cc1
  -1%	?	3%	3%	0%	48%[activator]	-31%[inhibitor]
COc1cc(C(=O)NNC(=O)C2CC=CCC2C(=O)O)cc(OC)c1OC (stereo not drawn)
  0%	0%	-10%	-8%	0%	7%	.
NS(=O)(=O)c1cccc2c1c([N+](=O)[O-])cc1nc(O)c(O)nc12
  .	26%&30%	.	-2%&-5%	.	18%&3%	?
O=C(O)c1ccc(-n2c(-c3cc(C4CC4)[nH]n3)n[nH]c2=S)cc1
  1%	.	-14%[9.22 µM]	5%	.	6%	6%[10 µM]
N/C(=N\OC(=O)c1ccccc1[N+](=O)[O-])c1ccccn1
  3%	-10%	-2%	-1%	-3%	-1%	-36%[inhibitor]
COCCn1c(=O)c(C)nc2cnc(Oc3ccc(OC)cc3)nc21
  .	-9%	.	-9%	.	5%	18%
CC(C)c1ccc(-c2nc3ccccc3s2)cc1
  6%	.	-9%[9.22 µM]	-2%	.	10%	-71%[inhibitor][10 µM]
Oc1cccc(C2c3[nH]c4ccccc4c3CCN2Cc2cnn(-c3ccccc3)c2)c1 (stereo not drawn)
  -23%	28%	-8%[9.22 µM]	-10%	-6%	17%	-14%[10 µM]
Cc1ccc(NC(=O)c2cc(S(=O)(=O)c3ccccc3)ccc2Cl)cc1
  -9%	36%[38.3 µM]	-29%	-25%	-3%	3%	-21%
Cc1cc(C)cc(N2CCCC2=O)c1
  -4%	10%	4%	6%	4%	3%	-13%[1.9 µM]
O=C(NCCC1=CCCCC1)C1CCN(S(=O)(=O)N2CCOCC2)CC1
  -1%	-20%[38.3 µM]	12%	4%	-1%	11%	8%[0.074 µM]
C/C(=C\C(=O)c1cccnc1)Nc1ccc(C(=O)O)cc1
  5%	20%[38.3 µM]	8%	2%	-1%	9%	-11%
Cc1ccc(S(=O)(=O)N2CCCCC2)cc1NC(=O)COC(=O)c1cc[n+]([O-])cc1
  -3%	-1%	-3%	4%	2%	96%[activator]	1%[10 µM]
O=C(OCC(=O)N1CCCc2ccccc21)c1cccc(S(=O)(=O)N2CCc3ccccc32)c1
  -5%	5%	8%	1%	-3%	2%	7%[10 µM]
COc1ccc(/C=C/C(=O)c2cc(O)ccc2O)cc1
  .	26%	.	0%	.	-3%	5µM*
Fc1ccc(CN(C2=NCCN2)c2c(Cl)cccc2Cl)cc1
  .	16%	.	-10%	.	-4%	14%[1.9 µM]
Cc1ccc(NC2=C(N3CCOCC3)C(=O)c3ccccc3C2=O)cc1
  -5%	36%[activator]	-4%	-4%	3%	0%	-43%[10 µM]
CC1=C(C#N)C(NC(=O)c2ccco2)(C(F)(F)F)C(=O)N1 (stereo not drawn)
  5%	-21%[38.3 µM]	-14%	1%	-13%	2%	13%

# More records follow:
# Below each compound – GAA glycogen	IMPase Li inh	HTT aggregate	GAA spleen mod	GAA inhib	RGS12 GoLoco inh	HTT ATP protect
Cc1ccc2cc3cc(C(=O)NCCCN4CCc5ccccc5C4)oc3nc2c1
  10%	7%	-13%	-3%	-2%	3%	0%[10 µM]
C=C(C)CN(CC)C(=O)COc1ccc(S(=O)(=O)Nc2ccc(OC)cc2)cc1
  2%	-12%[38.3 µM]	-1%[9.22 µM]	-16%	-18%	3%	-46%[inhibitor]
O=C1c2ccccc2N2C(=O)c3ccccc3C2N1O (stereo not drawn)
  ?	-8%[38.3 µM]	-5%	0%	0%	10%	24%
CC(=C\c1ccccc1)/C=C1/SC(=O)N(CCCC(=O)Nc2ccc(C(=O)O)cc2)C1=O
  23%	1%	-2%[9.22 µM]	0%	?	10%	-27%
Cc1cc(=O)[nH]c(N/N=C/c2ccc(N(C)C)cc2)n1
  ?	19%	0%[9.22 µM]	0%	-8%	18%	6%[10 µM]
CC(C)Cn1c(CCCNC(=O)c2ccc(F)cc2)nc2ccccc21
  -1%	39%[activator][38.3 µM]	-2%	0%	-6%	11%	-12%[10 µM]
COc1ccccc1OCc1ccc(C(=O)NCc2ccco2)o1
  -1%	11%[38.3 µM]	-21%	-1%	-5%	-1%	-20%[0.074 µM]
O=C1Nc2ccccc2N(O)N1c1ccc(S(=O)(=O)N2CCCCCC2)cc1
  -2%	1%	2%	-2%	-23%	2%	3%[10 µM]
CC1CCN(C(=O)CSc2nnc(CN3CCOCC3)n2-c2ccccc2)CC1
  16%	13%[38.3 µM]	3%	-25%	-3%	6%	-18%
CC1=C([N+](=O)[O-])C(c2cccc(Br)c2)C2=C(N1)c1ccccc1C2=O (stereo not drawn)
  -8%	47%[activator][38.3 µM]	?	-1%	-14%	87%[activator]	-98%[inhibitor]
CC1CCN(c2c([N+](=O)[O-])c(=O)n(-c3ccccc3)c3ccccc23)CC1
  1%	6%[38.3 µM]	11%	-5%	-5%	-4%	?
Cc1ccc(NC(=O)Cc2ncon2)cc1Cl
  8%	.	-21%[9.22 µM]	-2%	.	2%	-9%[10 µM]
Cc1nc2ccccn2c1C(=O)N/N=C/c1ccc([N+](=O)[O-])cc1
  2%	.	-16%[9.22 µM]	-12%	.	-1%	7%[10 µM]
CC(=O)NC(Cc1ccccc1)C(=O)N1CCN(C(=S)NCC(C)C)CC1 (stereo not drawn)
  -14%	-5%	-18%	-5%	4%	0%	-67%[inhibitor]
FC(F)(F)c1cc(-c2ccco2)nc(-n2nc(C(F)(F)F)cc2C2CC2)n1
  -6%	15%[38.3 µM]	2%	-5%	-1%	5%	-21%
CC(C)(C)c1ccc(S(=O)(=O)Nc2cccnc2)cc1
  9%	14%[38.3 µM]	?	-2%	-15%	-4%	-6%
CC(=O)Nc1ccc(NS(=O)(=O)c2cc(C)sc2C)cc1
  7%	6%[38.3 µM]	2%	3%	?	0%	5%
CC(C)N(C(=O)C(=O)c1cccn1-c1ccccc1C#N)C(C)C
  7%	37%[activator][38.3 µM]	-23%	4%	5%	10%	8%
Cc1ccc(NC(=S)NNC(=O)c2cn(C)nc2C)cc1
  28µM*	-5%[38.3 µM]	13%	2%	-3%	9%	-29%
COc1ccc(S(=O)(=O)Nc2nnc(C(C)(C)C)s2)cc1
  1%	-7%[38.3 µM]	-8%	-2%	-26%	0%	3%[10 µM]

# Next structures follow:
# Below each compound – GAA glycogen	IMPase Li inh	HTT aggregate	GAA spleen mod	GAA inhib	RGS12 GoLoco inh	HTT ATP protect
CCOC(=O)C1CCN(C=Nc2cc(C)on2)CC1
  3%	13%[38.3 µM]	-11%	-8%	-14%	8%	-15%
CC(C)NC(=O)C1(c2ccccc2)CCOCC1
  3%	-14%[38.3 µM]	-11%	5%	8%	7%	-11%
COc1ccc(C2c3ccc(O)cc3Oc3ncn4nc(-c5ccccn5)nc4c32)cc1OC (stereo not drawn)
  -2%	.	18%[9.22 µM]	-7%	.	35%[activator]	25%[10 µM]
Cc1[nH]c2ccccc2c1C(C[N+](=O)[O-])c1ccco1 (stereo not drawn)
  -6%	-3%	-7%	-17%	2%	4%	17%
COc1ccc(CN(CC2CCC(C(=O)O)CC2)C(=S)Nc2ccc(C)c(Cl)c2)cc1 (stereo not drawn)
  -6%	5%	15%	4%	-5%	-8%	-8%
c1ccc(-c2nc[nH]c2-c2ccccc2)cc1
  0%&3%	1%[38.3 µM]	-29%	-2%&-6%	5%	5%&-3%	1%
Cc1cccc(OCCNC(=O)c2ncn[nH]2)c1
  2%	6%[38.3 µM]	7%	0%	-9%	-6%	8%[1.9 µM]
Cc1cc(NC(=O)c2ccc(F)cc2)n(-c2ccccn2)n1
  -1%	9%	-1%	7%	-14%	7%	-24%
OCC1(CCOc2ccccc2)CCN(Cc2cn[nH]c2-c2ccc(F)cc2)CC1
  8%	.	6%	-20%	-13%	4%	-23%
CCN1CCN(Cc2ccc(NC(=O)c3ccc(C)c(NC(=O)c4ccno4)c3)cc2C(F)(F)F)CC1
  -2%	.	?	-1%	.	-3%	6%[10 µM]
CC(C)N(C(=O)COC(=O)c1ccc(Cl)nc1)C(C)C
  6%	-3%	0%	-3%	7%	6%	?
Cc1cc(C)cc(OC(C)c2ccnc3nc(/N=C/N(C)C)nn23)c1 (stereo not drawn)
  -1%	-24%[38.3 µM]	-12%	-7%	4%	-6%	-8%
Nc1c(C(=O)NCc2ccco2)c2nc3ccccc3nc2n1CCc1ccccc1
  0%	-1%	?	15%	?	17%	.
CNC(=O)c1[nH]cnc1C(=O)N[C@@H](CC(C)C)C(=O)OCc1ccccc1
  -5%	5%	2%[9.22 µM]	3%	.	8%	0%[10 µM]
Cn1c(NCc2cccs2)nc2ccccc21
  -4%	3%[38.3 µM]	9%	2%	1%	10%	-6%
CC12C=C(/C=C/CCc3ccco3)C(C)(C1)[C@H](CCc1ccco1)CC2=O (stereo partly drawn)
  .	7%	.	-7%	.	-5%	-23%
CNC(=S)NCCc1cc2c(OC)ccc(OC)c2[nH]c1=O
  0%	0%	7%	3%	5%	0%	16%
O=C(c1cnc2sccn2c1=O)N1CCc2ccccc2C1
  0%	10%[38.3 µM]	3%	-2%	-4%	-2%	10%
O=C(CNC(=O)c1ccco1)OCN1C(=O)c2ccccc2C1=O
  1%	-7%[38.3 µM]	8%	-8%	-2%	8%	-21%
COc1cc2c(cc1NC(=O)CSc1ccccc1)oc1ccccc12
  -10%	5%	-6%	-7%	-1%	12%	0%[10 µM]
Cc1ccc(OCC(=O)NCCO)cc1C
  0%	-6%[38.3 µM]	-8%[9.22 µM]	-6%	-2%	10%	-4%[10 µM]
COc1ccc(C(CNC(=O)c2cc(C)oc2C)N2CCOCC2)cc1 (stereo not drawn)
  6%	-5%[38.3 µM]	12%	-3%	-10%	-6%	-13%[10 µM]

# Screens deposited in PubChem by National Center for Advancing Translational Sciences (NCATS).
